BLM helicase inh – Bloom syndrome helicase (human) inhibition; hit rate 0.2% among 350,000; recombinant BLM DNA unwinding, fluorescence dequenching; Potency, µM (top dose mostly 56.1 µM), for the others: top-dose activity change, negative = inhibition, most hits filed as inhibitors; AID 2528; P54132;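 note: potency is the fitted concentration of half-maximal effect; plate controls were vehicle for no effect and no enzyme for full effect; nearly all actives have a fitted effect of over 35% in size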
LDHA block – LDHA (human) enzyme inhibition. hit rate 0.15% among 480,000. activity change, % (values are at about 110 or 230 µM). purified LDHA, NADH/diaphorase-resazurin fluorescence; hits give low values; in the data active = activity change below about -30%; inconclusive = mostly about -25% to -30%;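 note: plate controls were DMSO wells for no effect and wells without enzyme for full effect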
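LDH5 2 nM; NADH 0.06 mM, pyruvate 0.2 mM; 200 mM Tris pH 7.4, EDTA, Tween-20; 5 min RT. Detection: diaphorase 0.133 mg/mL + resazurin 37 µM, fluorescence ex540/em590 at 0 and 20 min; normalized to enzyme-free and DMSO wells.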
GRP78 ERSR act – ER stress response induction in glioma. U87-MG GRP78 promoter luciferase reporter, 16 h. Potency, µM, for the others: at the top dose activation, most hits filed as activators. hit rate 0.02% among 420,000; note: potency is the fitted concentration of half-maximal effect; series mostly up to about 76 µM; % of control where 0% means no effect; nearly all actives have a fitted effect of over 35% in size
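ERSR induction read as luciferase luminescence (Bright-Glo, 10 min at room temperature) in stably transfected human U87-MG glioma cells exposed to compounds for 16 h, using GRP78 as sensor.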
APEX1 inh – blocks human APE1 abasic DNA cleavage; hit rate 0.35% among 350,000; Potency, µM (top dose mostly 65.8 µM), without a hit: at the top dose activity change, negative = inhibition, hits mostly inhibitors; P27695; recombinant APE1, TAMRA/BHQ-2 abasic DNA cleavage fluorescence;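 note: potency is the fitted concentration of half-maximal effect; plate controls were vehicle for no effect and reference inhibitor for full effect; nearly all actives have a fitted effect of over 55% in size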
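APE1 at 0.75 nM final was preincubated with compound 15 min at room temperature, then 50 nM double-stranded THF abasic-site substrate (5'-TAMRA/3'-BHQ-2) was added. Fluorescence (ex 525/em 598 nm) was read kinetically; third-minus-first read gave activity.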
POLK inh – blocks human DNA polymerase kappa activity; AID 588579; Potency, µM (series often up to 107 µM), inactives show top-dose activity, negative = inhibition, most hits filed as inhibitors; hit rate 0.53% among 400,000; purified Pol kappa, fluorescent DNA synthesis assay, 10 min; Q9UBT6; note: potency is the fitted concentration of half-maximal effect; % is set by controls: 0 for no effect and ±100 for the full control effect
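Fluorescent qHTS in 1536-well format: enzyme (10 nM) and compound sat 15 min at room temperature before 50 nM substrate (final) was added. Signal taken at 0 and 10 min; no-enzyme buffer wells were negative controls.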
Pol iota inh – DNA polymerase iota (human) inhibition. Pol iota fluorescent replication assay, 10 min. Potency, µM (titrated, usually from 115 µM), inactives show top-dose activity, negative = inhibition, most hits filed as inhibitors. hit rate 1% among 390,000. AID 588590; note: potency is the fitted concentration of half-maximal effect
Target sequence (Q9UNA4 whole entry, looked up): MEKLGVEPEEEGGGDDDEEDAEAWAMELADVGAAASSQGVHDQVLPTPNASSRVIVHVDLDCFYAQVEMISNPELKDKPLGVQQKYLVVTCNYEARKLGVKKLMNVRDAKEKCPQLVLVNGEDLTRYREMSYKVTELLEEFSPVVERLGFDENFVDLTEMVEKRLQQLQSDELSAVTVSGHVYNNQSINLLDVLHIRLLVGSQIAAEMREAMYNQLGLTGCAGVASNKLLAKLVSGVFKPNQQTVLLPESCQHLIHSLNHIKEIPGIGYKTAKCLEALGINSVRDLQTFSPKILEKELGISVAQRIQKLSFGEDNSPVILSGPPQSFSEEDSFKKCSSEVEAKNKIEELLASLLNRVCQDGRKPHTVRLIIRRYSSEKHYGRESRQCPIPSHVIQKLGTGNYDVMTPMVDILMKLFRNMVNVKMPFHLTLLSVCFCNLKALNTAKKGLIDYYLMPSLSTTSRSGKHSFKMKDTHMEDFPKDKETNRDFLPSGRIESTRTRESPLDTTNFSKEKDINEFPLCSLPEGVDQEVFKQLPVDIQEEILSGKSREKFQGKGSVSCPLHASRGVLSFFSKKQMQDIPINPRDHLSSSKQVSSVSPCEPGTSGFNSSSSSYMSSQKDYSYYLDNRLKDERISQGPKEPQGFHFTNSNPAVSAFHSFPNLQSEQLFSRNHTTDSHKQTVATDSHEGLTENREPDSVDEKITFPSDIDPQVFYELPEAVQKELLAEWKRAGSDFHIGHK
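Fluorescent replication assay read twice, at 0 min and 10 min after adding 50 nM (final) substrate. Enzyme (10 nM) and compounds were first incubated 15 min at room temperature; enzyme-free buffer wells were negative controls.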
POLH inh – blocks human DNA polymerase eta activity | hit rate 1.2% among 390,000 | AID 588591 | Potency, µM (titrated, usually from 114 µM), for inactives: at the top dose activity change, negative = inhibition, hits mostly inhibitors | Q9Y253 | recombinant Pol eta, fluorescent DNA replication assay; note: potency is the fitted concentration of half-maximal effect; % is set by controls: 0 for no effect and ±100 for the full control effect
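Pol eta at 10 nM preincubated with compounds 15 min at room temperature; reaction started with fluorescent substrate (50 nM final) and read kinetically at 0 and 10 min.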
Anesthetic bind – candidate novel general anesthetic via apoferritin binding. P02791. apoferritin/1-aminoanthracene competitive binding, fluorescence. Potency, µM (titrated, usually from 77.5 µM), for the others: top-dose activity change, negative = displacement, hits mostly inhibitors. hit rate 0.074% among 350,000; note: potency is the fitted concentration of half-maximal effect; % is set by controls: 0 for no effect and ±100 for the full control effect; nearly all actives have a fitted effect of over 20% in size
Target sequence (P02791 2-175 limits assumed): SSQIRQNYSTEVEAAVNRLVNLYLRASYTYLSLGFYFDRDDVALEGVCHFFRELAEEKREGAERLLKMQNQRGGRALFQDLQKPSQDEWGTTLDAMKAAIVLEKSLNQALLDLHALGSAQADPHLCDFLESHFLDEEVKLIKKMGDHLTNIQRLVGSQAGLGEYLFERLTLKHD
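Steps: apoferritin (10 uM) was premixed with half-saturated 1-AMA in PBS, compounds were pin-transferred, plates stood 10 min at room temperature, fluorescence was read at 380/535 nm, and curves were fitted with a Hill equation.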
Pol beta inh – DNA polymerase beta (human) inhibition; Pol beta primer extension/strand displacement, fluorescence kinetic; Potency, µM (highest dose often 114 µM), for the others: at the top dose activity change, negative = inhibition, usual class: inhibitors; hit rate 1.3% among 340,000; P06746; note: potency is the fitted concentration of half-maximal effect; % is set by controls: 0 for no effect and ±100 for the full control effect
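Human Pol beta at 10 nM; strand-displacement substrate 50 nM final. Compound exposure 15 min at room temperature before start, reaction 10 min at room temperature.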
* hit, by the source's call; ? = inconclusive; / = no result given; [ ] = remark or other dose. Unless noted, calls come from the whole dose curve; as a rule, active = well fitted curve in the direction sought with a large enough effect; inconclusive = small, poorly fitted or top-dose-only effect, or another doubt; inactive = no such curve, though single readings can be large; an effect the other way counts as inactive or inconclusive.

#	mol	POLK inh	APEX1 inh	GRP78 ERSR act	POLH inh	Anesthetic bind	Pol iota inh	BLM helicase inh	Pol beta inh	LDHA block
1	COc1ccc(NC(=O)c2sc(=S)[nH]c2N)cc1	-13%	-3%	-3%	-13%	-14%	0%	2%	27%	1
2	CC[C@H](C)[C@H](NC(=O)[C@@H]1CCCN1C(=O)[C@H](Cc1cnc[nH]1)NC(=O)[C@H](CCCCNC(=O)[C@H](CCCN=C(N)N)NC(=O)OCc1ccccc1)NC(=O)[C@H](Cc1ccc(O)cc1)NC(=O)c1cccnc1)C(=O)O	13%[60.1 µM]	-9%	-8%	/	7%	/	0%	/	/
3	O=C(NC(=S)NC1CCCCCC1)c1cncc(Br)c1	-19%	3%	7%	-18%	-20%	7%	-9%	3%	-6
4	Cc1cc(Cl)ccc1NC(=O)CN1C(=O)C(=O)c2ccccc21	-8%	/	-3%	-18%	-1%	32%[activator]	-3%	?	5
5	O=C(C1COc2ccccc2O1)N1CCN(c2ccc(C(F)(F)F)cn2)CC1 (configuration not stated)	-9%	21%	-2%	-25%	/	19%	/	/	-6
6	CCCCn1c(C(C)O)nc2ccccc21 (configuration not stated)	5%	-5%	-1%	10%	-7%	15%	1%	17%	-4
7	COCCCN1CN=C(NS(=O)(=O)c2ccc(NC(C)=O)cc2)NC1	-4%	/	-3%	5%	18%	-14%	2%	32%	-13
8	CCCN(CCC)CCNC(=O)Cn1cnc2sc(C)c(S(=O)(=O)N3CCOCC3)c2c1=O	8%	/	-2%	-12%	/	0%	/	/	1
9	Cc1ccc(S(=O)(=O)N2CCC3(CC2)OCCO3)c(C)c1	3%	7%	0%	10%	-6%	-4%	-1%	10%	-8
10	CC(C)C[C@@H](CNCC(=O)[C@H](CC(C)C)NC(=O)c1[nH]cnc1C(=O)N[C@@H](C)CN)NC(=O)c1nc[nH]c1C(=O)N[C@@H](CC(=O)O)C(=O)O	13%	/	-3%	-12%	/	?	/	/	5
11	CCOC(=O)c1c(C)[nH]c(C)c1S(=O)(=O)NCCc1sccc1C	8%	45%	-3%	-10%	-22%	-25%	-2%	10%	4
12	COc1ccccc1CNC(=O)CN1C(=O)NC2(CCCCCC2)C1=O	-15%	5%	-5%	-22%	/	52%[activator]	/	/	-5
13	COc1cc(/C=N/NC(=O)c2ccc(NS(=O)(=O)c3cccs3)cc2)cc(OC)c1O	-8%	25%	-1%	-28%	/	-27%	/	/	5
14	O=C(C1CC(=O)N(c2ccc(F)cc2)C1)N1CCOCC1 (configuration not stated)	7%	5%[12.4 µM]	0%	-12%	3%	-11%	1%	3%	0
15	CCN(CC)CCCN=Cc1c(O)n(-c2ccc(C)cc2)c(=O)c2ccccc12	-12%	-3%	4%	-3%	61%[activator]	45%[activator]	-2%	-9%	0

Two records drawn at random from those above:
#	mol	POLK inh	APEX1 inh	GRP78 ERSR act	POLH inh	Anesthetic bind	Pol iota inh	BLM helicase inh	Pol beta inh	LDHA block
2	CC[C@H](C)[C@H](NC(=O)[C@@H]1CCCN1C(=O)[C@H](Cc1cnc[nH]1)NC(=O)[C@H](CCCCNC(=O)[C@H](CCCN=C(N)N)NC(=O)OCc1ccccc1)NC(=O)[C@H](Cc1ccc(O)cc1)NC(=O)c1cccnc1)C(=O)O	13%[60.1 µM]	-9%	-8%	/	7%	/	0%	/	/
13	COc1cc(/C=N/NC(=O)c2ccc(NS(=O)(=O)c3cccs3)cc2)cc(OC)c1O	-8%	25%	-1%	-28%	/	-27%	/	/	5

Carrying on.
#	mol	POLK inh	APEX1 inh	GRP78 ERSR act	POLH inh	Anesthetic bind	Pol iota inh	BLM helicase inh	Pol beta inh	LDHA block
16	C#CCOCCOCCOCCNc1nc(N2CCN(C(=O)[C@H](CCC(=O)O)n3cc(C(N)Cc4ccc(O)cc4)nn3)CC2)nc(N2CCN(C(=O)[C@H](CCC(=O)O)n3cc(C(N)Cc4ccc(O)cc4)nn3)CC2)n1 (some centres not stated)	5%	-12%	-3%	-7%	-5%	14%	2%	2%	-2
17	NC(=O)CNC(=O)C1CCCc2c1[nH]c1ccc(Cl)cc21 (configuration not stated)	-17%	?	2%	2%	-15%	-1%[58.9 µM]	-5%	15%	-1
18	NC(=O)CSc1n[nH]c(=O)n1CCc1ccccc1	-15%	34%	4%	-14%	-7%	51%[activator]	-5%	14%	-7
19	CC(C)CCNC(=S)Nc1ccccn1	-12%	26%	-1%	-17%	3%	-3%	2%	-10%	-5
20	COc1cccc(/C=C/c2ccc3ccccc3[n+]2C)c1OC	-33%	/	-10%	/	/	2%	/	/	1
21	O=C(NCc1ccccc1)C(c1cccnc1)N(C(=O)c1csnn1)c1ccccc1 (configuration not stated)	-6%	1%	-1%	-9%	0%	16%	1%	42%	-9
22	CC(C)(C)c1ccc(-n2ncc3c2CCCC3NC(=O)CCN2CCCCC2=O)cc1 (configuration not stated)	-9%	2%	-3%	-27%	-20%	40%[activator]	0%	11%	-5
23	CC(=O)NNC(=O)c1sc(=S)n(C)c1C	-5%	-7%	-5%	-9%	-10%	-4%[58.9 µM]	-4%	22%	0
24	CCCn1c(N)c(N2CCCCC2)c(=O)n(CC(=O)Nc2ccccc2C)c1=O	0%	-2%	-4%	-5%	-15%	4%	-6%	0%	-4
25	O=C(COC(=O)COc1ccccc1)Nc1ccc(OC(F)(F)F)cc1	-3%	0%	0%	-3%	?	8%	-5%	19%	-1
26	CC(=O)N(NC(=O)c1ccccc1Cl)C1CC(=O)N(c2ccc(C)cc2)C1=O (configuration not stated)	-12%	1%	-1%	-5%	-10%	10%	0%	17%	-3
27	COc1ccc(CNS(=O)(=O)NCc2ccccc2F)cc1	-8%	39%	-7%	-6%	-2%	33%[activator]	-2%	0%	-20
28	O=C(CSc1nnc(-c2ccccc2)n1Cc1ccccc1)N1CCOCC1	5%	8%	-5%	-17%	-13%	9%	-3%	37%	-6
29	COc1ccc(-n2c(SCC(=O)N3CCC(C)CC3)nc3c([nH]c4ccccc43)c2=O)cc1	1%[60.1 µM]	/	-2%	-10%	-3%	18%	-2%	9%	-10
30	O=C(Nc1ccccc1C(=O)NCc1cccnc1)c1ccco1	-3%	-4%	-6%	-2%	-6%	2%	-12%	17%	-6

Arranged by value in BLM helicase inh (low to high): four of the compounds above.
No. | Structure | BLM helicase inh
30 | O=C(Nc1ccccc1C(=O)NCc1cccnc1)c1ccco1 | -12%
23 | CC(=O)NNC(=O)c1sc(=S)n(C)c1C | -4%
27 | COc1ccc(CNS(=O)(=O)NCc2ccccc2F)cc1 | -2%
19 | CC(C)CCNC(=S)Nc1ccccn1 | 2%

(more compounds)
#	mol	POLK inh	APEX1 inh	GRP78 ERSR act	POLH inh	Anesthetic bind	Pol iota inh	BLM helicase inh	Pol beta inh	LDHA block
31	CC(=O)c1c(N2CCCC2)[nH]c(-c2ccccc2)nc1=S	-1%	6%	1%	-10%	-8%	3%	-1%	16%	-4
32	CC(=O)Nc1cc(S(=O)(=O)Nc2ccccc2)c(C)cc1C	-5%	0%	-3%	-10%	-17%	-3%	1%	8%	0
33	CCOC1=C/C(=C/c2c(N)n3nc(CC(=O)N4CCCCC4)sc3nc2=O)C=CC1=O	?	-16%	8%	?	-12%	?	-1%	-29%	-10
34	CC(C)CC(=O)N1CCN(C(=O)c2cccc(F)c2)CC1	-5%	-3%	-2%	-14%	-2%	11%	0%	18%	-9
35	CCCCN(C)CCC(=O)Nc1ccc2c(c1)CCC2	-4%	3%	0%	3%	-10%	-10%	-6%	-20%	-7
36	CN(C(=O)C1CCC(=O)N(CCCN2CCCC2=O)C1)C(C1CC1)C1CC1 (configuration not stated)	-1%	-6%	-1%	-5%	-10%	3%	-1%	8%	1
37	CC(NC(=O)COC(=O)CNC(=O)C1CCCCC1)c1ccccc1 (configuration not stated)	-17%	6%	-3%	-4%	/	17%	/	/	-4
38	Cc1cc(C(=O)NCC(c2ccco2)N(C)C)no1 (configuration not stated)	-2%	1%	-3%	-14%	-3%	22%	-4%	29%	-1
39	CCCCc1ccc(NC(=O)N[C@H](C(=O)O)C(C)CC)cc1 (some centres not stated)	-16%	-4%	4%	-13%	-11%	7%	0%	27%	-5
40	COc1ccc(OC)c(C2CC(=O)OC3=C2C(=O)CC(C)(C)C3)c1 (configuration not stated)	-10%	-5%	-9%	-1%	-10%	-6%	14%	-27%	-5
41	CC1CCN(CCNC(=O)C2CCN(S(=O)(=O)c3cccc4nsnc34)CC2)CC1	5%	-8%	6%	-15%	-4%	-20%	0%	3%	-4
42	COc1cccc(NS(=O)(=O)c2ccc(-n3cccn3)cc2)c1	-20%	5%	-4%	-14%	-14%	4%	-1%	-28%	-8
43	O=C(Cn1c2ncccc2c(=O)n1-c1ccccc1)Nc1ccc(F)c(F)c1	-4%	/	-3%	-25%	4%	?	-3%	18%	3
44	COc1ccc(C(=O)Nc2cc(-c3ccccc3)nn2-c2ccccc2F)cc1	-23%	27%	0%	-14%	/	40%[activator]	/	/	1
45	CCOc1nc(-c2ccccc2)ccc1-c1noc(-c2cccnc2)n1	-7%	/	-4%	-2%	/	?	/	/	-3
46	COc1ccc(CCNC(=O)C2CC(=O)N(C3CCCCCCC3)C2)cc1OC (configuration not stated)	-4%	-5%	-5%	-6%	-9%	7%	0%	9%	-4

Three compounds out of the list, sorted by formula weight, lowest first:
#	mol	POLK inh	APEX1 inh	GRP78 ERSR act	POLH inh	Anesthetic bind	Pol iota inh	BLM helicase inh	Pol beta inh	LDHA block
35	CCCCN(C)CCC(=O)Nc1ccc2c(c1)CCC2	-4%	3%	0%	3%	-10%	-10%	-6%	-20%	-7
36	CN(C(=O)C1CCC(=O)N(CCCN2CCCC2=O)C1)C(C1CC1)C1CC1 (configuration not stated)	-1%	-6%	-1%	-5%	-10%	3%	-1%	8%	1
43	O=C(Cn1c2ncccc2c(=O)n1-c1ccccc1)Nc1ccc(F)c(F)c1	-4%	/	-3%	-25%	4%	?	-3%	18%	3

Screens from PubChem.

A portion of the library, so the mix of outcomes need not match the whole.
